High-throughput results deposited in PubChem BioAssay by several laboratories.
E coli growth = counter-screen for AddAB inhibitors: E. coli growth inhibition. E. coli V3065 growth, OD600 absorbance, 18 h. inhibition, % at 11.9 µM. 330,000 compounds, 0.27% hits;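 active = inhibition above the campaign's mean inhibition across all tested compounds plus 3 SD, cut at about 9.9% in these data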;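 note: uninfected addAB+ strain grown without phage in ampicillin broth; 0% = DMSO wells and 100% = ciprofloxacin 0.95 µg/ml wells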
AddAB inh = less growth of phage-infected E. coli with AddAB. E. coli expressing H. pylori AddAB, absorbance growth. inhibition, % at 11.9 µM. 330,000 compounds, 0.29% hits; in the data active = inhibition above about 12%;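 note: 0% = vehicle wells of infected cells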
PKA-R2B activ = activators of human PKA-R2B complex | PKA-R2B holoenzyme dissociation, Cy5-IP20 fluorescence polarization; R2B truncated from residue 108, S112A mutant; 0% DMSO only, 100% 113 µM cGMP | activation, % at 11.4 µM | 340,000 compounds, 0.079% hits | AID 504700;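 active = activation above a cutoff set at the mean over all compounds plus 3 SD, cut at about 18% in these data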;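 note: higher means more holoenzyme dissociation and a rise in polarization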
phage Ecoli inh = E. coli growth loss with phage present | inhibition, % at 11.9 µM | AID 651602 | 360,000 compounds, 0.26% hits | growth absorbance; in the data active = inhibition above about 11%
SUMO Mot1 rescue = SUMOylation pathway inhibition by Mot1-301 growth rescue; growth rescue, % at 18.8 µM; AID 2716; 320,000 compounds, 1% hits; S. cerevisiae Mot1-301 growth rescue, ATP luminescence, 38.5C; percent above DMSO median, 100 means doubled;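 active = every valid replicate shows activation above 250% relative to neutral control wells; inactive = the rest, any valid replicate at or below 250%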;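 note: OY570 slx delta 5 strain wells were the positive control but not used for scaling; some compounds called inactive have numbers as strong as hits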
HTR5A ag ctr = HTR5A agonism, opioid heterodimer counter-screen; AID 504692; P47898; 340,000 compounds, 0.61% hits; activation, % at 9.3 µM; HTR5A agonist assay, luminescence, cell-based; in the data active = activation mostly above about 9.5%, no sharp cut-off; inactive = mostly below about 7.6%;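 note: 0% = cells with vehicle only and 100% = reference agonist; strong numbers were not always called active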
Target sequence (P47898 whole entry, looked up): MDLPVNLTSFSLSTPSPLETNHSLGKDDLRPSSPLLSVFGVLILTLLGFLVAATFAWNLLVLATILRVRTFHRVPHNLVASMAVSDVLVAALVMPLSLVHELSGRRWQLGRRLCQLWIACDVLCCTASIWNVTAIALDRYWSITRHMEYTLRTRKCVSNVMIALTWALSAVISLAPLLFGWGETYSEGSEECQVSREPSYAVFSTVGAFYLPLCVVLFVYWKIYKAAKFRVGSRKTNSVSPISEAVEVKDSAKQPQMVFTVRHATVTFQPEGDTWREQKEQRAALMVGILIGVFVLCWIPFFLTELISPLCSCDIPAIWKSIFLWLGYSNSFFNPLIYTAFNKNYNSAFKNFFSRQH
Tat transport = blocks Tat-dependent protein export in E. coli | AID 488895 | 340,000 compounds, 0.036% hits | E. coli MC4100 TorA-mCherry Tat export, fluorescence | inhibition, % at 10 µM;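 active = mean replicate inhibition at least 50% and at least half of replicates individually reaching 50%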;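 note: exported cargo escapes ClpAP degradation while cytoplasmic cargo is degraded and loses fluorescence; 0% = median of neutral control wells and 100% = median of NaSCN control wells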
CDK5 p35 inh = inhibitors of human CDK5/p35 kinase; Q00535+Q15078; Recombinant CDK5/p35, ADP-Glo luminescence, 60 min; inhibition, % at 10 µM; 330,000 compounds, 0.01% hits;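 active = highest replicate inhibition of at least 50% and at least 75% of replicates reaching 50%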;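 note: plate controls were DMSO neutral control for no effect and GW8510 at 10 µM for full effect; many of its hits are not listed in these tables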
PKA-R1A act = PKA-R1A complex activation. PKA-R1A dissociation, Cy5-IP20 fluorescence polarization; scaled: DMSO 0%, 113 µM cGMP 100%. activation, % at 11.4 µM. 340,000 compounds, 0.083% hits;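 active = percent activation above the mean of all tested compounds plus 3 SD, cut at about 19% in these data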;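 note: higher means more PKAc released from R1A so a rise in polarization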
HTR5A inv ctr = HTR5A inverse agonism, opioid heterodimer counter-screen; inhibition, % at 9.3 µM; AID 504634; HTR5A cell line, luminescence; 340,000 compounds, 0.083% hits; P47898; in the data active = inhibition mostly above about 23%, no sharp cut-off; inactive = mostly below about 18%;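 note: 0% = cells with DMSO and 100% = no-cell wells with DMSO; some compounds called inactive have numbers as strong as hits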
DAGLB inhibitor = blocks human DAGLB lipase activity; 340,000 compounds, 0.059% hits; Q8NCG7; HEK293T DAGLB membrane lysate, EnzChek fluorogenic substrate; inhibition, % at 5.17 µM; in the data active = inhibition above about 34%;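 note: 0% = enzyme with vehicle and 100% = wells lacking enzyme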
Target sequence (Q8NCG7 whole entry, looked up): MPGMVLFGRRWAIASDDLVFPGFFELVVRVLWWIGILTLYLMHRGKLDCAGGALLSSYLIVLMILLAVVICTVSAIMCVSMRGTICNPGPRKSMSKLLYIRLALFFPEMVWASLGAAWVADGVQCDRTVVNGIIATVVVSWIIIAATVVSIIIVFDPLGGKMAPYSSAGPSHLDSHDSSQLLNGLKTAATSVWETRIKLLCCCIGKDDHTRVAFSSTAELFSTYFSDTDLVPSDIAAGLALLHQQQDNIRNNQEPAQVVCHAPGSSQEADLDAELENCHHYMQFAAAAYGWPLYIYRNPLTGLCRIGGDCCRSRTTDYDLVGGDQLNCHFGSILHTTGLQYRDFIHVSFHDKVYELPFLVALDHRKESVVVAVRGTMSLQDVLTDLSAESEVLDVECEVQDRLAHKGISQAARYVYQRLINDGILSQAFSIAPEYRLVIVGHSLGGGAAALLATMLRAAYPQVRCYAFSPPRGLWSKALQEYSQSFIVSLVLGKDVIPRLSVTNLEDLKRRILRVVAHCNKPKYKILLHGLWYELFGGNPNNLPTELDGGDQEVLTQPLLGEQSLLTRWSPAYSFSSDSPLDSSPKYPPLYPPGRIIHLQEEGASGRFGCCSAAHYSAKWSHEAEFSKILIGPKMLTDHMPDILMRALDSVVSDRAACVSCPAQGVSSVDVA
* marks the source's active call; other numbers are inactive results; x = no result given.

Compound	E coli growth	AddAB inh	PKA-R2B activ	phage Ecoli inh	SUMO Mot1 rescue	HTR5A ag ctr	Tat transport	CDK5 p35 inh	PKA-R1A act	HTR5A inv ctr	DAGLB inhibitor
CS(=O)(=O)N(CC(=O)NCCSCc1ccccc1Cl)c1ccc(F)cc1	0.0	1.6	-4	2.2	-1	2	7	0.6	-7	-6	-2
COc1cccc(NC(=O)C2CC(=O)N/C(=N/NC(=O)c3ccc(C)cc3)S2)c1 (stereo not drawn)	1.1	4.4	-1	2.8	3	4	-3	4.2	-9	-7	0
Cc1nnc(SCC(C)C)[nH]c1=O	0.4	1.0	9	2.1	x	2	-12	-1.6	2	-5	-4
Cc1nc2nc(C)c(CCC(=O)NC(C)c3ccc4c(c3)OCCO4)c(C)n2n1 (stereo not drawn)	0.4	-1.1	-6	0.9	2	-1	14	-0.8	2	3	1
O=C(CSC1=NS(=O)(=O)c2cc(F)ccc2N1)Nc1ccc(F)cc1	-2.5	-1.3	-5	2.3	-9	-3	-3	0.7	-3	7	0
CCc1c(C)n2nc(C)cc2[nH]c1=O	-1.1	1.2	-5	1.7	-12	1	-5	0.0	6	-4	-1
O=C(NCCC1=CCCCC1)C1CCCN(S(=O)(=O)c2cccnc2)C1 (stereo not drawn)	0.9	0.3	-7	2.0	-3	-4	-1	0.6	-4	12	0
O=S1(=O)C[C@H]2NC(=S)N(c3ccccc3)[C@H]2C1	-1.3	3.1	-2	2.5	-9	2	-3	-0.9	0	-6	-2
CCOc1ccc(CN(CCO)CCO)cc1C(=O)OC	2.0	3.6	-9	0.2	157	1	-4	2.2	-10	-5	0
CC1CCCC(NC(=S)Nc2ccc(SC(F)F)cc2)C1C (stereo not drawn)	3.9	11	-4	3.8	70	3	5	0.4	-2	-7	-3
O=C(CC1S/C(=N/N=C/C=C/c2ccccc2)NC1=O)Nc1ccc(C(=O)O)cc1 (stereo not drawn)	-3.5	-0.4	0	1.2	-25	1	0	-2.0	-7	4	0
COC(=O)c1sc(NC(=O)c2c(F)cccc2F)c(C#N)c1C	1.8	0.7	-1	1.8	9	0	1	0.4	-1	0	3
NC(=O)c1oc2ccccc2c1NC(=O)c1ccccc1	1.4	-1.9	-5	2.0	230	3	3	-1.8	0	2	3
Cc1ccc2nc(N3CCC(C(=O)O)CC3)nc(-c3ccccc3)c2c1	-1.5	0.5	-2	2.2	-8	-4	-8	1.9	-6	4	0
O=c1ccc(N=Nc2ccccc2)ccc1O	8.0	7.7	-9	11	12	3	-4	4.8	-4	-10	26
N#Cc1nc(Nc2cccc(Cl)c2)c2ncn(C3CCCC3)c2n1	-1.8	0.5	5	2.5	2	2	-3	0.2	6	-9	-3
Cc1ccc(S(=O)(=O)NCC(=O)Nc2ccc(C(F)(F)F)cc2)cc1	-0.2	0.3	-7	3.4	x	5	-4	1.7	-1	-7	0
Cc1cccc(NC(=O)c2ccc([N+](=O)[O-])s2)c1C	-2.9	2.3	-17	4.2	8	1	-33	-1.2	-2	-3	-2
O=C(CSc1oc(-c2ccco2)nc1S(=O)(=O)c1ccccc1)NCC1CCCO1 (stereo not drawn)	0.3	2.7	-1	4.0	-27	5	-7	0.3	8	1	3
CC(C)(C)c1ccc(C(=O)O/N=C(\N)c2ccccc2)cc1	-1.0	-1.3	-10	0.7	40	8	-6	4.4	-2	-29	-5

Record cards, as listed above:
Cc1ccc(S(=O)(=O)NCC(=O)Nc2ccc(C(F)(F)F)cc2)cc1 as listed: E coli growth = -0.2; AddAB inh = 0.3; PKA-R2B activ = -7; phage Ecoli inh = 3.4; SUMO Mot1 rescue = x; HTR5A ag ctr = 5; Tat transport = -4; CDK5 p35 inh = 1.7; PKA-R1A act = -1; HTR5A inv ctr = -7; DAGLB inhibitor = 0
COC(=O)c1sc(NC(=O)c2c(F)cccc2F)c(C#N)c1C as listed: E coli growth = 1.8; AddAB inh = 0.7; PKA-R2B activ = -1; phage Ecoli inh = 1.8; SUMO Mot1 rescue = 9; HTR5A ag ctr = 0; Tat transport = 1; CDK5 p35 inh = 0.4; PKA-R1A act = -1; HTR5A inv ctr = 0; DAGLB inhibitor = 3

In the list so far, these have a halogen.
Compound	E coli growth	AddAB inh	PKA-R2B activ	phage Ecoli inh	SUMO Mot1 rescue	HTR5A ag ctr	Tat transport	CDK5 p35 inh	PKA-R1A act	HTR5A inv ctr	DAGLB inhibitor
CS(=O)(=O)N(CC(=O)NCCSCc1ccccc1Cl)c1ccc(F)cc1	0.0	1.6	-4	2.2	-1	2	7	0.6	-7	-6	-2
O=C(CSC1=NS(=O)(=O)c2cc(F)ccc2N1)Nc1ccc(F)cc1	-2.5	-1.3	-5	2.3	-9	-3	-3	0.7	-3	7	0
CC1CCCC(NC(=S)Nc2ccc(SC(F)F)cc2)C1C (stereo not drawn)	3.9	11	-4	3.8	70	3	5	0.4	-2	-7	-3
COC(=O)c1sc(NC(=O)c2c(F)cccc2F)c(C#N)c1C	1.8	0.7	-1	1.8	9	0	1	0.4	-1	0	3
N#Cc1nc(Nc2cccc(Cl)c2)c2ncn(C3CCCC3)c2n1	-1.8	0.5	5	2.5	2	2	-3	0.2	6	-9	-3
Cc1ccc(S(=O)(=O)NCC(=O)Nc2ccc(C(F)(F)F)cc2)cc1	-0.2	0.3	-7	3.4	x	5	-4	1.7	-1	-7	0

Next part
Compound	E coli growth	AddAB inh	PKA-R2B activ	phage Ecoli inh	SUMO Mot1 rescue	HTR5A ag ctr	Tat transport	CDK5 p35 inh	PKA-R1A act	HTR5A inv ctr	DAGLB inhibitor
COc1ccc(N=C2S/C(=C\c3ccc(Cl)c([N+](=O)[O-])c3)C(=O)N2CCN(C)C)cc1	-0.2	-1.4	0	3.4	60	-2	7	1.0	6	8	-3
COc1ccc(OC)c(NC(=O)CSc2nnc(C3CCCCC3)o2)c1	-1.3	-2.2	-5	0.6	3	4	9	-1.7	2	-11	-1
Cc1cccc(C(=O)OCC(=O)N2CCCC2=O)c1[N+](=O)[O-]	2.0	-1.4	3	1.8	24	-4	-11	-0.4	-14	12	0
CCCn1c(=O)c(C(=O)NNS(=O)(=O)c2ccc(Cl)cc2)c(O)c2ccccc21	-0.3	2.6	-8	7.6	20	8	-1	-0.3	-7	-28	22
COc1ccc(S(=O)(=O)NCCc2c[nH]c3ccccc23)cc1OC	-4.0	0.7	-7	1.0	-1	1	-4	-0.8	-2	-4	4
Cc1cc(SCCC(=O)O)nc2c(C)cccc12	1.3	2.1	2	2.0	-19	1	0	-4.9	-6	14	1
c1ccc(-c2nccc(-c3ccco3)n2)nc1	-3.2	-1.6	-6	-1.7	-9	3	-4	-2.1	-5	19	-1
CCCc1c(C(=O)NNc2ccccc2OC)cnn1-c1ccccc1	2.1	3.7	-1	3.0	1	-2	5	2.6	7	-48	1
O=C(NN1CCOCC1)c1cccc2ccccc12	-0.1	2.6	-2	1.3	706	2	-1	-1.5	3	-5	-3
COc1ccc(NS(=O)(=O)c2cc(C(=O)N(C)CCc3ccccn3)ccc2Cl)cc1	x	x	-10	0.4	x	2	14	-3.0	-5	21	3
CC(C)(C)OC(=O)N1CCC(C(N)=O)CC1	-0.1	1.5	-4	1.9	16	0	3	2.4	-5	15	2
CSC(=N/N=C(\N)c1cnccn1)SC	1.7	5.3	-12	0.0	-7	-3	11	0.2	-1	6	-2
CCCOc1ccccc1N1C(=O)CC(N(O)c2ccccc2)C1=O (stereo not drawn)	-0.1	2.0	4	4.1	-12	1	-1	-0.5	0	12	-1
COc1ccc(CN2C(=O)c3cccnc3C2=O)cc1S(=O)(=O)N(C)c1cccc(C)c1	0.6	-0.9	-10	1.1	-9	-6	-4	0.5	-10	19	2
COc1cc(/C=C2/C(=N)N3N=C(CC(=O)N4CCOCC4)SC3=NC2=O)ccc1OCc1ccccc1F	-1.3	-2.1	0	x	-2	0	2	-2.3	4	-2	2
Cc1csc(NC(=O)CSc2nnc(Cc3cccn3C)n2-c2ccc(F)cc2)n1	2.7	1.0	11	1.3	-19	1	1	0.0	3	-4	-2
CCOC(=O)N1CCC(NC(=O)c2cc3sccc3n2CC)CC1	-3.5	0.1	4	2.5	-1	9	-5	-0.1	-6	15	2
O=C(Nc1cccc(NC(=O)c2ccco2)c1)c1ccc2c(c1)OCCO2	1.2	1.2	0	5.3	4	4	11	0.7	-6	5	-1
COc1cc(NC(=O)c2ccco2)ccc1NC(=O)c1ccccc1Cl	2.2	4.7	-9	3.9	4	-3	-4	-1.2	-12	0	0
CCN(CCNC(=O)C1CCN(S(=O)(=O)c2c(C)noc2C)CC1)c1ccccc1	-1.6	0.3	-18	3.6	49	0	21	0.3	-6	-2	1
CC(=O)c1c(C)n(-c2ccc(C)cc2)c2ccc(O)cc12	-1.1	2.9	-4	2.2	16	-3	10	-3.7	-15	-17	0
COCCNC(=O)C1CC(c2ccc([N+](=O)[O-])cc2)=NO1 (stereo not drawn)	0.1	4.1	3	-0.9	5	-1	-4	0.7	-7	14	0
CN(CCc1ccccc1)C(=O)c1cccc(NC(=O)Cc2cccc(NC(=O)C3CCCN(C(=O)C4CCC4)C3)c2)c1 (stereo not drawn)	x	x	-20	3.0	x	2	3	9.3	0	-7	-4
O=C(Nc1ccccc1)Nc1ccc(C(=O)N2CCOCC2)cc1	-2.5	-2.0	-10	0.6	-1	0	3	3.9	-3	3	-2
Cc1ccc(-c2nn(CC(=O)NC(C)c3ccccc3)c(=O)c3ccccc23)cc1 (stereo not drawn)	-4.5	1.6	-24	3.1	2	-2	-3	1.0	-7	-4	-1
CC(=O)c1ccc(N2CCN(C(=O)Nc3ccc(Cl)cc3)CC2)cc1	0.0	-0.9	2	4.3	25	-7	0	-0.2	-3	10	-7
CCCCC1S/C(=N/N=C/c2ccco2)NC1=O (stereo not drawn)	-3.4	-1.7	6	3.4	-9	3	-1	-2.4	-3	-11	2
CC1CCc2nc(NC(=O)c3ccc(N4C(=O)CCC4=O)cc3)sc2C1 (stereo not drawn)	2.4	-0.4	-8	0.9	-10	6	9	0.4	3	3	6
COCCCNC(=O)CCn1c(=O)c2ccccc2n(CC(=O)NCCc2ccc(OC)c(OC)c2)c1=O	-0.5	-2.1	-3	-1.3	-6	0	-10	2.3	-10	1	-1
C=C1c2cc(C)ccc2NC(=O)N1c1ccc(C)cc1	-0.9	4.6	-3	-0.8	-4	3	-8	1.3	-16	7	-1
O=C(Nc1ccc(Cl)cc1)c1ccc(-n2cccn2)c([N+](=O)[O-])c1	2.0	0.7	-3	1.2	0	-1	5	-0.2	7	2	0
